ATXN viability = Viability Counterscreen for Primary qHTS for Inhibitors of ATXN expression | S2 cells (HEK-293 line with an ATXN2-luciferase reporter) viability, CellTiter-Fluor protease fluorescence, 24 h | 0.49% of 400,000 active | Potency, µM (series often up to 56.7 µM), actives largely listed as cytotoxic; note: potency is the fitted concentration of half-maximal effect; nearly all actives have a fitted effect of over 40% in size
ATXN2 expr inh = Primary qHTS for Inhibitors of ATXN expression; HEK-293 ATXN2-luciferase reporter, luminescence, 24 h; Potency, µM (titrated, usually from 57 µM), for inactives: at the highest dose activity change, negative = inhibition, actives largely listed as inhibitors; 0.72% of 360,000 active; AID 1745845, 2022; note: potency is the fitted concentration of half-maximal effect; % is set by controls: 0 for no effect and ±100 for the full control effect; nearly all actives have a fitted effect of over 55% in size
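ATXN2-luciferase reporter cells (luciferase flanked by upstream and downstream ATXN2 gene portions) were treated 24 h at 37 °C with compounds at up to 57 uM. SteadyGlo luminescence gave expression; GF-AFC fluorescence gave viability.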
MCF10A rereplic = A quantitative high throughput screen for small molecules that induce DNA re-replication in MCF 10a normal breast cells | MCF 10A DNA re-replication, Hoechst nuclear intensity, 48 h | Potency, µM (titrated, usually from 46.1 µM), inactives show at the highest dose activity, positive = re-replication, actives largely listed as activators | 2.9% of 350,000 active | AID 624296, 2012; note: potency is the fitted concentration of half-maximal effect; % of control where 0% means no effect; nearly all actives have a fitted effect of over 50% in size
IL1B secr inh = qHTS for Inhibitors of Inflammasome Signaling: IL-1-beta AlphaLISA Primary Screen; THP-1 LPS/ATP IL-1B secretion, AlphaLISA, 16 h; active compounds read low; activity change, % at 57.5 µM; 4.7% of 360,000 active; in the data active = activity change below about -50%; inconclusive = mostly about -30% to -49%; note: % is set by controls: 0 for no effect and ±100 for the full control effect
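Secreted IL-1B measured by AlphaLISA bead assay after 16 h compound exposure of THP-1 cells; compounds (final up to 57.5 uM) added 1 h before LPS (250 ng/mL) and ATP (1.25 mM) stimulation; lower signal means less secretion.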
HT1080-NT tox = qHTS for induction of synthetic lethality in tumor cells producing 2HG: qHTS for the HT-1080-NT fibrosarcoma cell line | HT-1080-NT fibrosarcoma viability, CellTiter-Glo ATP luminescence, 48 h | Potency, µM (titrated, usually from 46.1 µM), inactives show top-dose activity, negative = less viability, actives largely listed as cytotoxic | 1.6% of 360,000 active | AID 686970, 2013;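 note: NT is the 2HG producing partner of a matched IDH1 knockdown line; potency is the fitted concentration of half-maximal effect; 0% = DMSO-treated cells and -100% = media-only wells without cells; nearly all actives have a fitted effect of over 55% in size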
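HT-1080-NT fibrosarcoma cells (2HG-overproducing), 750 cells/well in RPMI with 5% FBS, dosed after 2 h and incubated 48 h at 37C. CellTiter-Glo luminescence normalized to DMSO and no-cell wells; concentration-response curves fitted and classed.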
SW480 rerep = A quantitative high throughput screen for small molecules that induce DNA re-replication in SW480 colon adenocarcinoma cells. SW480 DNA re-replication, Hoechst DNA content imaging, 48 h. AID 624297, 2012. Potency, µM (top dose mostly 46.1 µM), without a hit: at the top dose re-replication activation, most hits filed as activators. 1.8% of 340,000 active; note: potency is the fitted concentration of half-maximal effect; % of control where 0% means no effect; nearly all actives have a fitted effect of over 55% in size
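Hoechst fluorescence of nuclei (405 nm excitation, 500-530 nm emission) measured by plate-scanning imager after 48 hr compound exposure at 37 C; re-replication scored as increased number of nuclei with elevated intensity.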
KB-V1 MDR tox = qHTS assay for MDR1-selective chemotherapeutics: Primary screen using the drug-selected MDR subline cells KB-V1; KB-V1 MDR cells viability, CellTiter-Glo, 72 h; 3.4% of 400,000 active; AID 1347076, 2019; Potency, µM (highest dose often 46.1 µM), for the others: top-dose activity change, negative = cytotoxicity, actives largely listed as cytotoxic; note: potency is the fitted concentration of half-maximal effect; % is set by controls: 0 for no effect and ±100 for the full control effect; nearly all actives have a fitted effect of over 60% in size
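Readout: CellTiter-Glo luminescence, 10 min after addition. Cells: KB-V1 MDR subline, 72 h at 37 degrees C with compound. Analysis: corrected, normalized data fitted to concentration-effect curves.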
HT1080 IDH1KD tx = qHTS for induction of synthetic lethality in tumor cells producing 2HG: qHTS for the HT-1080-IDH1KD cell line; HT-1080 IDH1 knockdown viability, ATP luminescence, 48 h; Potency, µM (series often up to 46.1 µM), inactives show top-dose activity, negative = toxicity, actives largely listed as cytotoxic; 2% of 360,000 active; AID 686971, 2013;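 note: potency is the fitted concentration of half-maximal effect; 0% = DMSO wells and -100% = cell-free medium wells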
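Luminescent ATP read-out (CellTiter-Glo, 10 min at room temperature) after 48 h compound exposure at 37 °C gave viability of IDH1-knockdown HT-1080 cells. Activity was normalised to DMSO and cell-free wells, then fitted as concentration-response curves.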
KB-3-1 tox = qHTS assay for MDR1-selective chemotherapeutics: Primary screen using the parental adenocarcinoma cell KB-3-1; KB-3-1 viability, CellTiter-Glo ATP luminescence, 72 h; Potency, µM (doses to about 46.1 µM), inactives show at the top dose activity change, negative = cytotoxic, most hits filed as cytotoxic; 1.4% of 400,000 active; note: potency is the fitted concentration of half-maximal effect; % is set by controls: 0 for no effect and ±100 for the full control effect; nearly all actives have a fitted effect of over 60% in size
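Screening of KB-3-1 cells (DMEM, 10% FBS, phenol-red free) ran from lowest to highest compound concentration; after 72 h at 37 °C viability was read luminescently and curves fitted.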
Active calls of the source: *; i = inactive; ? = inconclusive; . = not tested or not shown; & = joins results of further samples; [ ] = dose if it differs, or a comment. Unless noted, calls come from the whole dose curve; as a rule, active = well fitted curve in the direction sought with a large enough effect; inconclusive = small, poorly fitted or top-dose-only effect, or another doubt; inactive = no such curve, though single readings can be large; an effect the other way counts as inactive or inconclusive.

Structure	MCF10A rereplic	KB-3-1 tox	ATXN viability	SW480 rerep	IL1B secr inh	HT1080-NT tox	KB-V1 MDR tox	HT1080 IDH1KD tx	ATXN2 expr inh
CCN1C(=O)[C@H]2[C@H]3CN=C(SC)N3[C@@](Cc3ccccc3)(C(=O)OC)[C@H]2C1=O	20%	4%	i	0%	4	6%	-1%	8%	10%
O=C(N/N=C/c1ccccc1OC(F)F)NC1CCCCC1	-1%	2%	i	-1%	?	7%	1%	-4%	2%
COc1ccc(OC)c(C2CC(=O)Nc3c2c(=O)[nH]c2ncnn32)c1 (stereo not drawn)	-2%	-4%&5%	i	-3%	12	12%	2%&-3%	12%	-23%&3%
Cc1cccc(N2CCN(C(=O)c3c(-c4ccccc4)noc3C)CC2)c1C	3.7µM*	?	i	?	32	1.2µM*	3.7µM*	1.3µM*	-32%
Cc1cccc(N/C=C/C(=C(C#N)C#N)N(C)C)c1	12%	6%	i	-3%	10	6%	4%	10%	10%
O=C1N(Cc2ccccc2)c2ccccc2OC1(F)F	.	0%	i	.	7	1%	6%	0%	18%
COc1ccc(C)cc1NC(=O)/C=C/c1ccc(OC)c(S(=O)(=O)N2CCOCC2)c1	2%	-1%	i	-14%	-21	3%[9.24 µM]	22%	-3%	?
Cn1c(CC(=O)Nc2ccccc2)nnc1SCC(=O)NC1=NCCS1	0%	9%	?	-14%	-3	18%	26%	16%	-6%
COc1cc2c(cc1OC)C(CNC(=O)C=Cc1ccccc1)C2 (stereo not drawn)	.	10%	i	.	42	1%	-29%	1%	.
CCOC(=O)c1c(C)[nH]c(C(=O)N/N=C/c2cc([N+](=O)[O-])ccc2O)c1C	-1%	12µM*	?	7%	96	-26%	?	?	?
CC1=CC(=O)C=C(C)C1=NOC(=O)c1cccc([N+](=O)[O-])c1	?	6%	i	7%	-9	0%	?	-19%	1%
N#Cc1ccc(OCc2cccc(S(=O)(=O)N3CCOCC3)c2)cc1	4%	-6%	i	-3%	-4	14%	-18%	11%	-5%
COc1ccccc1NC(=O)C(=O)N/N=C(\C)CC(=O)Nc1ccc(OCc2ccccc2)cc1	17%	?	i	-1%	4	-1%	14%	-6%	17%
CC1(C)C(=O)Nc2ccccc2N1C(=O)COC(=O)c1ccc([N+](=O)[O-])o1	?	.	i	28%	-7	-1%	.	-4%	0%
O=C(O)CSc1c[nH]c2ccccc12	-2%	-1%	i	-17%	4	7%	-12%	-3%	6%
Cc1ccc(Cn2nnc3c(=O)[nH]c(C4CCN(S(=O)(=O)c5ccccc5)CC4)nc32)cc1	15%	2%	i	18%	36	6%	18%	-5%	5%
COc1ccccc1N1CCN(C2CCCN(Cc3cccc(O)c3)C2)CC1 (stereo not drawn)	2%	16%	i	-21%	-9	-2%	-1%	0%	-12%
Cc1[nH]n(-c2ccccc2)c(=O)c1N=Nc1ccc2c(c1)OCO2	4%	-14%	i	-2%	40	?	-9%	-1%	6%
CCOC(=O)C1CCN(C(c2cc3ccc(C)c(C)c3[nH]c2=O)c2nnnn2C2CCCCC2)CC1 (stereo not drawn)	13%	-12%	?	0%	-9	-6%	16µM*	?	7%
COC(=O)/C=C/C(=O)Nc1cccc(C(F)(F)F)c1	23µM*	3%	?	?	-104*	-3%	-1%	-11%	?
O=C(COc1cccc2ccccc12)NNC(=O)C1CCCO1 (stereo not drawn)	-22%	-8%	i	-4%	19	3%	18%	-2%	1%
CC(C)NC(=O)CCn1c(=S)oc2ccccc21	2%	9%	i	-5%	-8	-6%	13%	-9%	.
CC(C)OCCCNC(=O)c1cn(C)c2ccc(S(=O)(=O)N(C)C3CCCCC3)cc2c1=O	0%	3%&-10%	i	-7%	-28	7%	8%&-22%	5%	3%
CC(C)C(=O)N1C2CCC1CC(O)(c1ccc(F)cc1)C2 (stereo not drawn)	4%	-1%	i	-4%	8	4%	6%	8%	-9%
COc1ccc(NC(=O)C(NC(=O)c2ccc(C)cc2)c2ccccc2)cc1 (stereo not drawn)	10%	7%	i	-39%[inhibitor]	0	-1%	2%	-18%	-15%
Cc1ccc(/C=N/N2C(=S)SC(C)(C)C2N(O)C(=O)Nc2ccc([N+](=O)[O-])cc2)cc1 (stereo not drawn)	?	-21%	i	?	-70*	-2%	?	-19%	-18%
COc1cccc(-n2c(SCC(=O)NCc3cccs3)nc3ccccc3c2=O)c1	?	-12%	i	20%	3	-3%	-9%	-2%	9%
Cc1csc(NC(=O)CSc2nnc(CCNC(=O)c3cccs3)n2C)n1	-1%	24%	i	-1%	79	15%	7%	3%	12%
O=C(O)CCS(=O)(=O)c1ccc(-c2ccccc2)cc1	15%	-1%	i	-4%	77	-7%	-4%	-4%	-9%
CCOc1ccc(CC(=N)C2=C(O)CC(C)(C)CC2=O)cc1OCC	-3%	1%	?	-2%	30	11%	-1%	10%	-4%
Cc1ccc(S(=O)(=O)N(C)Cc2nc(-c3ccncc3)no2)cc1	6%	?	i	-6%	25	7%	?	-8%	13%
Cc1n[nH]c(C)c1CCCCOc1ccc([N+](=O)[O-])cc1	3%	?	i	-4%	12	8%	-19%	-2%	.
CN1C(=O)[C@H]2[C@@H](/C=C/c3ccccc3)N3C(=O)CN(Cc4ccc(-c5ccccc5)cc4)C(=O)[C@@]3(C)[C@H]2C1=O	10%	0%	?	-2%	-29	4%	6%	-15%	?
CCC(CO)Oc1cc(NC(=O)c2ccc(N)cc2)c2ncn(C(C)C)c2c1 (stereo not drawn)	3%	1%	i	3%	-9	22%	-12%	12%	-8%
CC(=O)c1ccccc1OC(=O)CCN1C(=O)c2ccccc2C1=O	2%	8%	i	-7%	-9	1%	-8%	1%	-3%
CN(CC(=O)Nc1ccccc1Cl)C(=O)COC(=O)CNC(=O)c1ccc(Br)o1	0%	6%	i	0%	17	3%	-1%	2%	0%
O=C(Nc1cccc(O)c1)C1CC(c2c(F)cccc2Cl)=NO1 (stereo not drawn)	1%	2%	i	2%	12	1%	4%	-3%	.
CCC(C)NCCOCCOc1ccccc1-c1ccccc1 (stereo not drawn)	18%	0%	i	?	?	?	15%	?	-17%
Cc1ccc2c(c1)N(C(=O)CCC(=O)N1CCOCC1)CC(C)O2 (stereo not drawn)	-5%	-2%	i	-18%	3	-14%	-1%	0%	4%
Cc1ccc(S(=O)(=O)NCCc2ccncc2)cc1[N+](=O)[O-]	16%	3%	i	-4%	2	9%	-25%	0%	-7%

Some of the entries so far, with two lines to a compound:
Under each structure: MCF10A rereplic	KB-3-1 tox	ATXN viability	SW480 rerep	IL1B secr inh	HT1080-NT tox	KB-V1 MDR tox	HT1080 IDH1KD tx	ATXN2 expr inh
> Cc1ccc2c(c1)N(C(=O)CCC(=O)N1CCOCC1)CC(C)O2 (stereo not drawn)
 : -5%	-2%	i	-18%	3	-14%	-1%	0%	4%
> CN1C(=O)[C@H]2[C@@H](/C=C/c3ccccc3)N3C(=O)CN(Cc4ccc(-c5ccccc5)cc4)C(=O)[C@@]3(C)[C@H]2C1=O
 : 10%	0%	?	-2%	-29	4%	6%	-15%	?
> CN(CC(=O)Nc1ccccc1Cl)C(=O)COC(=O)CNC(=O)c1ccc(Br)o1
 : 0%	6%	i	0%	17	3%	-1%	2%	0%

The results go on:
Structure	MCF10A rereplic	KB-3-1 tox	ATXN viability	SW480 rerep	IL1B secr inh	HT1080-NT tox	KB-V1 MDR tox	HT1080 IDH1KD tx	ATXN2 expr inh
CCCNC(=O)C(Cc1ccccc1)NS(=O)(=O)c1cccc2nsnc12 (stereo not drawn)	-1%	-9%	i	-6%	-3	-7%	0%	-1%	-9%
COc1ccc(C(c2nnnn2Cc2ccccc2)N2CCN(C/C=C/c3ccccc3)CC2)cc1 (stereo not drawn)	.	?	?	.	?	?	?	?	?
Cc1ccccc1-c1nc(CS(=O)(=O)CC(=O)NC(C)c2ccccc2)c(C)o1 (stereo not drawn)	6%	3%&9%	i	-4%	-62*	-2%	-13%&0%	-12%	-15%&-26%
CCN(CC(=O)Nc1ccc(NC(C)=O)cc1)C(=O)/C=C/c1ccco1	3%	1%	i	-35%[inhibitor]	4	2%	?	-2%	6%
CCOC(=O)c1ccc(NC(=O)CSc2nc(N)c(NC(=O)c3ccc(Br)o3)c(=O)[nH]2)cc1	-6%	12%	i	-30%[inhibitor]	i	16%	1%	?	-3%
CCN(C(=O)/C=C/c1ccc(OC)cc1)C1CCCCC1	20%	9%	i	-4%	?	4%	?	-18%	14%
CC(=O)Nc1cccc(NC(=O)CS(=O)(=O)c2cn(CC(=O)N(C(C)C)C(C)C)c3ccccc23)c1	-1%	16%	i	-5%	0	-4%	0%	10%	15%
CC(C)(CO)NCc1ccccc1OCC(=O)Nc1ccccc1	2%	-3%	i	8%	-11	3%	-1%	23%	0%
CCOC(=O)c1c(-c2ccc(C)cc2)csc1NC(=O)CCSc1nnc2ccccn12	?	-28%	?	-2%	22	-4%	16µM*	-3%	-11%
CCCN(C(=O)c1cn(CC(C)C)c(=O)c2cc(OC)c(OC)cc12)c1cccc(C)c1	.	-6%	i	.	.	.	-15%	.	-21%
CCOC(=O)C1=C(N)n2c(s/c(=C\c3cccnc3)c2=O)=C(C#N)C1c1cccnc1 (stereo not drawn)	7%	-4%	i	1%	3	-2%	4%	3%	3%
CCCC(=O)Nc1ccc(C(=O)NNC(=S)NC(=O)c2ccc(Br)o2)cc1	0%	-30%	i	?	24	-12%	?	?	-15%

Compound activity as filed in PubChem.
